Bioassay records: PubChem BioAssay, Southern Research Specialized Biocontainment Screening Center
RSV CPE inhibition: inhibition of RSV-induced cytopathic effect – HEp-2 cells, primary 10 µM value included (AID 2391); hit rate 0.13% among 310,000; CPE inhibition, % at 10 µM; hits with a dose series show IC50 in µM; HEp-2 cells, RSV-induced CPE inhibition; higher % means a stronger effect; in the data active means a potency from the dose series; further: strong numbers were not always called active
An asterisk follows results filed as active. Some of the compounds tested (hit frequency here may not be typical).

SMILES	RSV CPE inhibition
Cc1cccc(-n2c(SCC(=O)c3c(N)n(C4CC4)c(=O)[nH]c3=O)nnc2N2CCOCC2)c1	0.0%
CC1CC(C)CN(C(=O)COC(=O)COc2ccccc2C#N)C1 (centres undefined)	1.2%
Cc1onc(-c2ccccc2)c1C(=O)OCC(=O)NC(C)c1ccc(Cl)cc1 (centres undefined)	0.9%
CC(CNC(=O)CN1C(=O)NC2(CCCCC2)C1=O)c1ccccc1 (centres undefined)	1.5%
O=C(CN1C(=O)NC2(CCc3ccccc32)C1=O)Nc1ccc(Br)cc1F (centres undefined)	3.1%
CC(=O)N/C(=C/C(C)C)c1ccccc1	-0.6%
O=C(CSc1nnc(Nc2ccccc2F)s1)NC1CCCC1	0.4%
CC1CCCCN1C(=O)CN1CCN(S(=O)(=O)c2ccc(Br)cc2Cl)CC1 (centres undefined)	1.8%
O=C(CN1C(=O)C2CCCCC2C1=O)OCC(=O)c1ccc(F)cc1 (centres undefined)	0.0%
CCCCN(C(=O)CSc1nnnn1C)C1CCS(=O)(=O)C1 (centres undefined)	1.8%
COCc1ccc(-c2c(-c3cccc(OC)c3)sc3ccc(OC)cc23)cc1	1.1%
COc1ccc(NC(=O)CSCC(=O)N(C)Cc2ccc3c(c2)OCCO3)cc1	1.9%
COc1cc(NC(=O)CCCN2C(=O)NC(C)(C)C2=O)cc(OC)c1	4.7%
O=C(CC1CCCC1)Nc1cc(C(F)(F)F)ccc1-n1cncn1	-0.9%
Cc1ccc2c(=O)n3c(nc2c1)C(Cc1ccccc1)NC(=O)c1ccc(Cl)cc1-3 (centres undefined)	0.9%
O=CNc1ccccc1	1.2%
O=S(=O)(c1c(F)cccc1F)N1CCN(Cc2c(O)ccc3ccccc23)CC1	1.1%
CCCCNC(=O)c1cccc(S(=O)(=O)N2CC3(C)CC2CC(C)(C)C3)c1 (centres undefined)	31.6%
Cc1c(NC(=O)C(C)Sc2nccn2C)c(=O)n(-c2ccccc2)n1C (centres undefined)	0.5%
O=C(c1ccc(-c2ccc([N+](=O)[O-])cc2)o1)N1CCN(S(=O)(=O)c2cccs2)CC1	0.7%
Cc1ccc(S(=O)(=O)N2CCN(C(=O)COC(=O)c3ccccc3Cl)CC2)c(C)c1	-0.1%
CCC(C)N(C(=O)CSc1nc(C)c(C)c(C)c1C#N)C1CCS(=O)(=O)C1 (centres undefined)	-0.2%
C[C@@H]1CCC(=O)N(C[C@@H](C)CSc2ccc(Br)cc2)CC1	0.0%
Cc1nc(SCC(=O)Nc2nccs2)c(C#N)c(C)c1C	-0.3%
CCN(CC)C(=O)c1cccc(NC(=O)c2cc(-c3ccccn3)nc3ccccc23)c1	0.1%
Cc1cccc(C)c1NC(=O)CNC(=O)C1COc2ccccc2O1 (centres undefined)	1.1%
CCOc1ccc(N2CC(C(=O)Nc3cccc(C(=O)NC4CC4)c3)CC2=O)cc1 (centres undefined)	0.9%
COc1cc(OC)cc(C(=O)NCC(=O)N2CCCCCCC2)c1	-0.4%
CCNS(=O)(=O)c1ccc(C(=O)OCC(=O)N2CCCc3ccccc32)cc1	0.0%
CCOC(=O)Cc1cn(C(=O)OC(C)(C)C)c2ccccc12	-0.7%
CCCCOc1ccc(/C=N/NC(=O)c2nnn(-c3nonc3N)c2CN2CCCCCC2)cc1	2.3%
COc1cccc(/C=N/NC(=O)c2cc(-c3ccccn3)nc3ccccc23)c1O	-1.7%
O=S(=O)(N/N=C1\CCCc2ccccc21)c1ccccc1	2.9%
CC(C)(C)OC(=O)N1CCC(C(=O)Nc2ccc3c(c2)CCC3)CC1	2.4%
C/C(=N\NC(=O)c1ccccc1OCc1ccc(F)cc1)c1ccccn1	0.8%
CC(C)Nc1nnc(SCC(=O)N2CCN(C(=O)c3ccco3)CC2)s1	-0.6%
Cc1ccc(C(=O)NCC(=O)NC2CCC(C)CC2)s1 (centres undefined)	3.3%
CCCN(CC(=O)NC(=O)NC1CCCCC1)CC(=O)Nc1cc(Cl)ccc1Cl	-0.7%
COc1cccc(NC(=O)COC(=O)c2ccccc2C(=O)N(C)c2ccccc2)c1	0.6%
O=C(COc1ccc(Br)cc1Cl)NC(=O)NC1CCCC1	3.1%

16 entries from above, in CSV form:
compound,RSV CPE inhibition
CCN(CC)C(=O)c1cccc(NC(=O)c2cc(-c3ccccn3)nc3ccccc23)c1,0.1%
Cc1cccc(C)c1NC(=O)CNC(=O)C1COc2ccccc2O1 (centres undefined),1.1%
CCOc1ccc(N2CC(C(=O)Nc3cccc(C(=O)NC4CC4)c3)CC2=O)cc1 (centres undefined),0.9%
COc1cc(OC)cc(C(=O)NCC(=O)N2CCCCCCC2)c1,-0.4%
CCNS(=O)(=O)c1ccc(C(=O)OCC(=O)N2CCCc3ccccc32)cc1,0.0%
CCOC(=O)Cc1cn(C(=O)OC(C)(C)C)c2ccccc12,-0.7%
CCCCOc1ccc(/C=N/NC(=O)c2nnn(-c3nonc3N)c2CN2CCCCCC2)cc1,2.3%
COc1cccc(/C=N/NC(=O)c2cc(-c3ccccn3)nc3ccccc23)c1O,-1.7%
O=S(=O)(N/N=C1\CCCc2ccccc21)c1ccccc1,2.9%
CC(C)(C)OC(=O)N1CCC(C(=O)Nc2ccc3c(c2)CCC3)CC1,2.4%
C/C(=N\NC(=O)c1ccccc1OCc1ccc(F)cc1)c1ccccn1,0.8%
CC(C)Nc1nnc(SCC(=O)N2CCN(C(=O)c3ccco3)CC2)s1,-0.6%
Cc1ccc(C(=O)NCC(=O)NC2CCC(C)CC2)s1 (centres undefined),3.3%
CCCN(CC(=O)NC(=O)NC1CCCCC1)CC(=O)Nc1cc(Cl)ccc1Cl,-0.7%
COc1cccc(NC(=O)COC(=O)c2ccccc2C(=O)N(C)c2ccccc2)c1,0.6%
O=C(COc1ccc(Br)cc1Cl)NC(=O)NC1CCCC1,3.1%

The listing continues.
SMILES	RSV CPE inhibition
C[C@H](NC(=O)c1ccccc1)C(=O)OCC(=O)Nc1ccc2c(c1)OCO2	0.3%
COC(=O)c1ccc(COC(=O)C2CC(O)CN2S(=O)(=O)c2ccc([N+](=O)[O-])cc2)cc1 (centres undefined)	1.4%
CC1CCCCC12NC(=O)N(CC(=O)OCc1cccc(F)c1)C2=O (centres undefined)	1.3%
COc1cc(C(=O)NCC(c2ccccc2)N(C)C)ccc1OCc1c(C)noc1C (centres undefined)	-0.2%
CC(Sc1nnc(N)s1)C(=O)NCc1ccc2c(c1)OCO2 (centres undefined)	-0.3%
O=C(N=Nc1c(O)[nH]c2ccc(F)cc12)c1ccc(NS(=O)(=O)c2cccs2)cc1	0.1%
Cc1cc(OCC(=O)OC(C)C(=O)Nc2ccc(N3CCOCC3)cc2)ccc1Cl (centres undefined)	0.6%
COc1ccc(C(=O)OCC(=O)Nc2sccc2C(N)=O)cc1[N+](=O)[O-]	0.8%
COc1ccc(NC(=O)CN(C)C(=O)c2cccc(S(=O)(=O)Nc3ccc(F)cc3)c2)cc1	-0.5%
COc1ccc(CCN2CC(C(=O)OC(C)C(=O)Nc3cccc(Cl)c3)CC2=O)cc1OC (centres undefined)	0.1%
Cc1ccc(C(=O)NCC(=O)OCCCOC(=O)CNC(=O)c2ccc(C)c(C)c2)cc1C	0.4%
O=C1C=C(c2ccc3ncccc3c2)C[C@@H](c2ccc(Cl)cc2)C1	10.6%
CCOC(=O)c1ccc(NC(=O)CCCN2C(=O)NC3(CCCC3)C2=O)cc1	0.7%
Cc1ccc(NC(=O)c2nc[nH]c2C(=O)N[C@H](C)c2ccccc2)cc1	-1.7%
CCn1c(C)cc(C(=O)CSc2nnnn2C2CCCC2)c1C	0.8%
COc1ccccc1C(=O)NCCC(=O)OCC(=O)Nc1ccc(S(N)(=O)=O)cc1	0.8%
COCCCNC(=O)Cn1ccc(NC(=O)OCc2ccccc2)nc1=O	0.0%
CCCc1cc(=O)[nH]c(SCC(=O)NC(=O)NC2CCCC2)n1	-0.8%
COc1ccc(-c2ccc3c(c2)S(=O)(=O)c2cccc(C(=O)NCCOc4ccccc4)c2C3=O)cc1OC	48.0%
Cc1c(Br)cnn1C(C)C(=O)N1CCN(c2ccc(F)cc2)CC1 (centres undefined)	-1.1%
COc1cc(NC(=O)CSCC(=O)N(C)C2CCCCC2)cc(OC)c1	1.0%
COc1cccc(/C=C/C(=O)OCC(=O)c2ccc(C)c(C)c2)c1OC	1.9%
O=C(CN1C(=O)NC(c2ccccc2)(c2ccccc2)C1=O)NC1CCCCC1	-0.5%
COc1ccc(N(C)S(=O)(=O)c2cccc(C(=O)Nc3cccc(C(=O)NC4CC4)c3)c2)cc1	2.2%
CC(OC(=O)c1ccc(Cl)cc1)C(=O)NCC1CCCCC1 (centres undefined)	0.7%
CCOc1ccc(OCC(=O)OCC(=O)NCC2CCCO2)cc1 (centres undefined)	-0.5%
O=C(COC(=O)c1ccc(O)cc1)NC1CCCCCC1	0.3%
O=c1cc(-c2ccc(O)cc2)oc2c1ccc1ccccc12	2.1%
CC(=O)N1CCN(C(=O)c2ccccc2NS(=O)(=O)c2ccc(F)cc2)CC1	1.5%
NS(=O)(=O)c1ccc(CNC(=O)Cn2nc(C(F)F)cc2C(F)F)cc1	0.2%
CC1Cc2ccccc2N1S(=O)(=O)c1cccc(C(=O)N2Cc3ccccc3CC2C(N)=O)c1 (centres undefined)	-0.4%
CC1CCC2(CC1)NC(=O)N(CC(=O)Nc1ccc3c(c1)OCCCO3)C2=O (centres undefined)	2.3%
CC(C)CCN(C(=O)C1CCCC1)c1c(N)n(Cc2ccccc2)c(=O)[nH]c1=O	-1.0%
COc1cc(OC)cc(-c2c(C#Cc3ccsc3)c3cc(-c4cccc5[nH]ccc45)ccc3n2C)c1	4.8%
CCN(CC(=O)Nc1ccc(NC(C)=O)cc1)C(=O)c1ccc(=O)n(C)n1	1.2%
CN(C(=O)CSc1ccc(S(=O)(=O)N2CCCCC2)cn1)c1ccccc1	2.6%
Cc1ccc(N(CCC(=O)N2CCOCC2)S(=O)(=O)c2ccccc2)cc1	0.6%
COC(=O)[C@H](Cc1ccccc1)NC(=O)Cn1ccc(NC(=O)OCc2ccccc2)nc1=O	0.3%
CCN(C(=O)COC(=O)c1ccc(=O)n(Cc2ccccc2)n1)C1CCCCC1	2.5%
COc1cc(C(=O)NNC(=O)C2CSC3(C)CCC(=O)N23)cc(OC)c1OC (centres undefined)	0.9%
CCN(Cc1nc2ccccc2c(=O)[nH]1)C(=O)COc1ccccc1-c1ccccc1	0.7%
COc1ccc(N2C(=O)CC(c3ccccc3)CC2=O)cc1	0.1%
O=c1oc(C2(O)CCCCC2)cc2ccc(/C=C/c3ccc(F)cc3)cc12	-0.1%
CC(=O)c1cccc(NC(=O)C(C)OC(=O)CN2C(=O)NC(C)(C)C2=O)c1 (centres undefined)	0.0%
O=C(/C=C/c1ccc(OC(F)F)cc1)OCC(=O)N1CCC(c2ccccc2)=N1	0.0%
N#Cc1ccc(NC(=O)COC(=O)c2ccc(F)c(S(=O)(=O)N3CCOCC3)c2)cc1	0.8%
Cn1c(N)c(C(=O)COC(=O)/C=C/c2cccc(F)c2)c(=O)n(C)c1=O	0.7%
CC(C)Oc1ccc(S(=O)(=O)N2CCCCC2)cc1NC(=O)CN1CCCC1c1cccs1 (centres undefined)	7.3%
CC(C)N(Cc1nnc(-c2ccc(Cl)cc2)o1)C(=O)c1cc2ccccc2o1	5.1%
O=S(=O)(c1ccc(SCCOc2cccc(Br)c2)nc1)N1CCCC1	2.2%
CCCn1c(N)c(C(=O)CSc2n[nH]c(-c3ccccc3F)n2)c(=O)n(C)c1=O	-0.2%
Cn1c(SCC(=O)NCC2CCCO2)nnc1-c1ccco1 (centres undefined)	1.6%
COc1ccc(S(=O)(=O)Nc2ccccc2N2CCOCC2)cc1OC	0.2%
CCOc1ccc(CN2C(=O)c3ccccc3C2=O)cc1C(=O)NC1CC(C)(C)NC(C)(C)C1	-0.2%
Cc1cc(NC(=O)CSc2nnc(-c3cccc(F)c3)n2N)no1	0.4%
CC(C)[C@H](NC(=O)c1ccccc1)C(=O)Nc1cccc(S(=O)(=O)N2CCOCC2)c1	0.7%
Cc1cccc(C(=O)Nc2cc(S(=O)(=O)N3CCOCC3)ccc2N2CCCCC2)c1	1.6%
CCOC(=O)c1ccccc1NC(=O)COC(=O)CCC1CCCC1	0.0%
CC(NC(=O)CN(Cc1ccccc1)S(=O)(=O)c1ccccc1)c1cccnc1 (centres undefined)	-0.4%
O=C(COC(=O)c1cccc(F)c1)NC(=O)NC1CCCC1	0.9%
The list goes on.
SMILES	RSV CPE inhibition
O=C(Nc1cccc(C(F)(F)F)c1)C1CC(=O)N(CCc2ccccc2)C1 (centres undefined)	0.3%
COc1ccc(NC(=O)C2CCN(S(=O)(=O)c3cccs3)CC2)cc1OC	1.1%
C=C(C)[C@H]1CC=C(C)C(=O)C1	2.4%
Cc1nn(CC(=O)N(C)C)c(C)c1S(=O)(=O)N1CCOCC1	0.8%
CCOc1ncccc1C(=O)Nc1cc(S(=O)(=O)N2CCCCC2)ccc1OC	-0.3%
CCOC(=O)C(C)C(C)=O (centres undefined)	1.3%
CCCNC(=O)C(Cc1cccc(C#N)c1)NC(=O)c1cccc([N+](=O)[O-])c1 (centres undefined)	-0.3%
Cc1ccsc1CN(C)C(=O)CN1C(=O)NC2(CCCCC2C)C1=O (centres undefined)	-0.8%
COc1ccc(S(=O)(=O)N2CCN(C(=O)CCNC(=O)c3ccccc3Cl)CC2)cc1	1.0%
COc1ccc(CNC(=O)CN(C)S(=O)(=O)c2ccc3c(c2)OCCO3)cc1OC	0.4%
Cc1cccc(OCC(=O)N(C)c2c(N)n(Cc3ccccc3)c(=O)[nH]c2=O)c1C	1.3%
Cc1ccccc1-n1c(SCC(=O)c2c(N)n(C3CC3)c(=O)[nH]c2=O)nnc1N1CCOCC1	2.1%

Exported field by field: entries from further up.
> CCCNC(=O)C(Cc1cccc(C#N)c1)NC(=O)c1cccc([N+](=O)[O-])c1 (centres undefined)
- RSV CPE inhibition = -0.3%

> Cc1ccsc1CN(C)C(=O)CN1C(=O)NC2(CCCCC2C)C1=O (centres undefined)
- RSV CPE inhibition = -0.8%
